CRFBP-R2 agonist – agonists of human CRF-binding protein/CRF-R2 receptor complex; HEK293 CRF-R2/CRF-BP, calcium dye fluorescence (FLIPR); percent of saturating CRF peptide response; activation, % at 13.2 µM; actives 0.46% (n = 350,000);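 active = activation of at least 50%, plus an integration ratio under a set limit after plate pattern correction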;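 also: plate controls were neutral control wells without compound for no effect and CRF at EC100 for full effect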
IDE cell inh – inhibitors of human insulin-degrading enzyme in cells; AID 434962; actives 0.41% (n = 320,000); inhibition, % at 5.59 µM; P14735; HEK cells, FAbetaB cleavage, fluorescence polarization;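 active = percent inhibition above the average of all tested compounds plus 3 SD, set per screening campaign, cut at about 16% in these data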;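 also: IDE supplied by intact live HEK cells; FP after avidin binding of uncleaved biotin substrate so inhibition keeps polarization high; 0% = DMSO wells and 100% = 60 µM reference IDE inhibitor Ii1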
Target sequence (P14735 whole entry, looked up): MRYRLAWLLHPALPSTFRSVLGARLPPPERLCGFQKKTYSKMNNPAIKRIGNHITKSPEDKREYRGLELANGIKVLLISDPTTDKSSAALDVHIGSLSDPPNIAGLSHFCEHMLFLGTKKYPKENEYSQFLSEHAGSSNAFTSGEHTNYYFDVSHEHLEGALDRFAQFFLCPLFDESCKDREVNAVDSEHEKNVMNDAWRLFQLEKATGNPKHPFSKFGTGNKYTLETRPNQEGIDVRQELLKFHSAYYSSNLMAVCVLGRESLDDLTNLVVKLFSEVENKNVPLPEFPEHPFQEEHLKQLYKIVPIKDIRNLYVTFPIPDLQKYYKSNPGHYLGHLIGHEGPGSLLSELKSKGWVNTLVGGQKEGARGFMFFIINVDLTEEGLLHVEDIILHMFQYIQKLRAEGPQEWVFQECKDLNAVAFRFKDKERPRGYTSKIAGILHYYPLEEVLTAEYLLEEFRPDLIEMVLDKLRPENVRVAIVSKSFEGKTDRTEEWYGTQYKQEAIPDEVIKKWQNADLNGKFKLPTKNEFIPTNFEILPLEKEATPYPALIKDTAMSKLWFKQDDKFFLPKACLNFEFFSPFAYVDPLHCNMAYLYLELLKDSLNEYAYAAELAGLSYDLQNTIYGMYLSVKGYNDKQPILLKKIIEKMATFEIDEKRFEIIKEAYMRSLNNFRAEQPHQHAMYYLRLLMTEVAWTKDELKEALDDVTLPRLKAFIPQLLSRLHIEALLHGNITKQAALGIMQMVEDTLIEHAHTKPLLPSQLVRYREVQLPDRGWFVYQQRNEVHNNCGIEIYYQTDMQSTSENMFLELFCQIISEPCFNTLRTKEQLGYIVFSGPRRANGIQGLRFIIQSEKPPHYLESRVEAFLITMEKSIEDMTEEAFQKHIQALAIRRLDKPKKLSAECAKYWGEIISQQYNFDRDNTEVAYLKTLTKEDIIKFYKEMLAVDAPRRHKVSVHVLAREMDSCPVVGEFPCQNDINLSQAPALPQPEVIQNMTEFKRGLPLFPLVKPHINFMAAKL
CHRM4 antagonist – CHRM4 antagonism in calcium assay; CHO-hM4 cells, ACh EC80, Fluo-8 calcium fluorescence; inhibition, % at 3 µM; actives 0.73% (n = 360,000); AID 624125;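 active = inhibition above its plate's cutoff, the mean inhibition of sample wells plus 3 SD, cut at about 27% in these data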;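 also: 0% = acetylcholine EC80 with DMSO and 100% = DMSO without agonist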
CRFR2-BP antag – blocks CRF-induced signaling of the CRF-BP/CRF-R2 complex | HEK293 CRF-R2/CRF-BP, CRF-induced calcium fluorescence | inhibition, % at 11.8 µM | actives 0.59% (n = 350,000);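 active = inhibition of the ligand-induced calcium signal above about 50% at the single tested concentration, limit read from the data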
M5 antag – antagonists of human muscarinic M5 receptor (CHRM5); P08912; CHO-hM5 cells, Fluo-8 calcium fluorescence, ACh EC80; inhibition, % at 3 µM; actives 0.59% (n = 360,000); AID 624040;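 active = inhibition above a per-plate cutoff, the mean of that plate's test compounds plus 3 SD, cut at about 27% in these data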;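 also: 0% = acetylcholine EC80 with DMSO and 100% = DMSO without agonist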
M5 PAM – positive allosteric modulators of human muscarinic M5 receptor | AID 624038 | P08912 | CHO-K1 hM5, Fluo-8 calcium, ACh EC20 PAM; 0% = ACh EC20, 100% = ACh EC100 | activation, % at 3 µM | actives 0.3% (n = 360,000);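 active = activation above the run cutoff, the mean activation of all test compounds plus 3 SD, cut at about 18% in these data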
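Probe or stimulus: acetylcholine, EC20 level; Assay system: human M5 receptor in CHO-K1 cells; Schedule: compound preincubation 140 s before EC20 acetylcholine addition; Technique: intracellular calcium via Fluo-8 fluorescence; Dosing: single-point, 3 µM nominal; Read-out basis: percent activation from peak-over-basal fluorescence ratio, scaled EC20-to-EC100 acetylcholine; Repeats: one well per compound, no replicates.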
CHRM4 agonist – CHRM4 agonism in calcium assay | actives 0.14% (n = 360,000) | activation, % at 3 µM | CHO-K1 hM4/Gqi5, Fluo-8 calcium fluorescence; vehicle 0%, full acetylcholine response 100% | P08173;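 active = activation above the run mean over all test wells plus 3 SD, cut at about 32% in these data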;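 also: peak over basal fluorescence ratio per well then scaled between controls; 0% = DMSO wells and 100% = acetylcholine at EC100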
M5 ag – agonists of human muscarinic M5 receptor (CHRM5) | P08912 | activation, % at 3 µM | actives 0.19% (n = 360,000) | CHO-K1 hM5 cells, Fluo-8 calcium fluorescence; 0% DMSO wells, 100% maximal acetylcholine response;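 active = activation above the run's mean over test compounds plus 3 SD, cut at about 23% in these data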;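 also: signal is peak over basal fluorescence ratio across the kinetic read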
CHRM4 PAM – positive allosteric modulators of human muscarinic M4 receptor. P08173. CHO-K1 hM4/Gqi5, Fluo-8 calcium fluorescence, ACh EC20; 0% = ACh EC20, 100% = maximal ACh. activation, % at 3 µM. actives 0.4% (n = 360,000);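 active = activation above its plate's cutoff, the mean activation of sample wells plus 3 SD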; also: some results filed as inactive read as strong as hits
* hit, by the source's call; . = no result given. Hits appear at their usual frequency; overall some 2.9% were active at least once.

M5 ag	CHRM4 agonist	IDE cell inh	M5 PAM	M5 antag	CHRM4 antagonist	CRFR2-BP antag	CHRM4 PAM	CRFBP-R2 agonist	molecule
0	-2	2	6	-4	7	27	4	-3.4	CCOC(=O)c1c(C(=O)OCC)c(C)n(CCc2ccccc2)c1C
-5	1	.	-11	2	-5	-44	7	-1.0	CC[n+]1c(/C=C(\C)OC)sc2ccccc21
1	3	2	-9	7	9	4	-4	-1.2	c1cnc2c(OCc3nc4ccccc4[nH]3)cccc2c1
-3	0	5	-1	0	-1	1	-2	0.7	COc1ccc(C(C(=O)NCC2CCCO2)N(C(=O)CNC(=O)c2cccs2)c2ccccc2)cc1OC (stereo unspecified)
0	5	8	-9	12	-14	7	6	-3.6	COc1ccc(S(=O)(=O)N2CCCCCC2)cc1C(=O)N(C)Cc1ccco1
-3	0	3	-5	5	-3	-4	3	-0.8	CCCOc1ccc([N+](=O)[O-])c(N)c1
0	1	3	-6	-1	6	5	-7	-1.9	N/C(=N\OC(=O)c1ccc2c(c1)OCO2)c1cccc([N+](=O)[O-])c1
-1	-1	-2	-2	1	0	7	6	0.0	CCCc1cc(C(=O)Nc2cccnc2Cl)no1
-1	0	-1	-1	-1	2	6	-2	2.2	Cc1cccc(OCC(=O)N/N=C/CC(C)c2ccccc2)c1C (stereo unspecified)
2	6	-1	-2	-5	4	5	-12	-0.6	CCc1ccccc1NC(=O)Nc1cc(F)ccc1F
0	1	3	1	-5	-9	0	8	2.6	Cc1ccc(-c2noc(-c3cc4ccccc4oc3=O)n2)cc1
0	0	7	-4	1	-2	-26	-4	13	CCc1c(C)sc(NC(=O)c2cc(-c3ccc(OC)c(OC)c3)on2)c1C#N
-2	4	-4	-8	3	-12	8	15	-2.2	CCN(CC)c1ccc(NC(=O)c2c(OC)cccc2OC)c(C)c1
2	1	0	-1	6	-2	-9	7	6.7	COc1cc2cc(C)c(SCC(=O)N3CCOCC3)nc2cc1OC
-4	1	-5	-3	8	-2	-5	1	-5.5	C=CCNCCOc1c(C)cc(C)cc1Cl
1	0	1	0	0	-6	-11	0	-0.4	COc1ccc(Cc2n[nH]c(=S)o2)cc1
-4	1	1	-1	7	3	4	1	-0.5	O=C(NCC(=O)N1CCN(Cc2ccccc2)CC1)c1ccc(Br)o1
0	1	3	1	6	2	7	6	-0.4	CCOP(=O)(OCC)C(NC(=O)Nc1cccc(Cl)c1)C(N)=O (stereo unspecified)
-7	0	-3	2	9	-2	-1	4	0.0	CC(c1ccccn1)N(CCN(C)C)C(=S)Nc1ccccc1F (stereo unspecified)
1	0	4	5	3	-2	-7	7	-0.7	CN1CCN(c2ccc(S(=O)(=O)N3CCOCC3)cc2NC(=O)CC(C)(C)C)CC1
-1	6	5	-7	10	1	-18	-1	5.3	CC(=O)Nc1ccc(-c2csc(NC(=O)Cc3ccccc3F)n2)cc1
3	0	.	-2	-3	2	-9	-5	2.4	CC(C)(C)Cc1c(-c2ccc(Cl)cc2)nc2ccc(Br)cn12
1	9	4	-4	13	-3	-49	-6	21	COc1ccc(NS(=O)(=O)c2ccc(F)c(Cl)c2)cn1
14	5	8	-7	8	16	-14	-7	0.6	c1ccc(SSc2ccccn2)nc1
0	2	-1	5	-9	-1	-4	4	0.2	CN(C(=O)c1cc(COc2c(F)cccc2F)on1)C1CCOC1 (stereo unspecified)
0	1	2	0	3	-5	6	0	-0.4	COC(=O)c1sc(S(=O)(=O)N2CCN(c3ccc(OC)cc3)CC2)c(C(=O)OC)c1C
-7	0	4	-14	12	-30	8	-2	-7.1	CSc1nc(SCC(=O)NCc2ccco2)c2c3c(sc2n1)COC(C)(C)C3
5	0	0	0	4	4	-18	-1	3.0	c1ccc(CN2CCC3(CC2)Nc2ccccc2CO3)cc1
-6	1	1	5	-1	0	-8	2	1.5	O=C(c1ccccc1)N1CCN(C(=O)N2CCOCC2)CC1
-5	0	1	-1	11	1	-3	-3	2.4	O=C(NC(Cc1ccc(O)cc1)C(=O)O)/C(=C/c1ccccc1)NC(=O)c1ccccc1 (stereo unspecified)
4	3	-2	16	-13	-7	6	25	-3.1	Cc1ccccc1C(=O)Nc1nnc(-c2cccnc2)o1
2	9	-3	-4	6	-5	-4	-12	0.6	COc1cc2c(C(=O)N3CCN(C)CC3)c(CSc3ccccc3)n(C)c2cc1Br
1	2	0	-4	-2	-3	-2	5	1.4	CCN1CCN(CC(=O)Nc2cccc(C)c2)C(=O)C1=O
3	2	.	3	6	9	-9	4	0.5	COc1cc(C(=O)OCC(=O)N2CCNC2=O)cc(Cl)c1OC
1	2	5	0	8	-3	2	3	0.2	O=C(CNC(=O)C1CCCCC1)OCC(=O)c1cccc(Cl)c1
-1	0	9	-12	3	3	4	3	1.3	Cc1ccc(CN2CCN(/N=C/c3cc(Br)ccc3F)CC2)cc1
3	1	-2	2	3	9	34	-2	-0.9	CC(=O)c1c(C)nc2ccccn12
-4	5	2	8	-7	1	-13	0	-0.9	CNCc1cc(Br)c(OCC(=O)Nc2ccccc2OC)c(OC)c1
-1	0	0	5	12	-1	-7	4	-0.2	O=C(COC(=O)Cc1ccccc1)NCc1ccc2c(c1)OCO2
-4	0	-7	2	6	-9	3	-1	0.4	O=C(c1cnccn1)N1CCc2ccccc2C1
3	0	3	4	-7	9	11	9	1.5	Cc1cc(NC(=O)CSc2nnc(-c3c[nH]c4ccccc34)n2-c2ccc(Cl)cc2)no1
0	6	5	-2	5	6	8	-8	1.7	Cc1ccc(C(=O)Oc2ccc(C(=O)COC(=O)C3CC(=O)N(Cc4ccco4)C3)cc2)cc1 (stereo unspecified)
-2	1	8	-7	8	8	3	2	0.1	[N-]=[N+]=NC[C@H](Cc1ccccc1)N1CCN(Cc2ccccc2)CCC1=O
-3	1	-1	-1	12	-1	13	0	-1.2	COc1ccc(S(=O)(=O)Nc2ccccc2C(=O)NCc2cccnc2)cc1OC
0	0	4	-9	12	16	-9	-12	-2.5	O=c1[nH]c(=S)n(-c2cccc(Cl)c2)c(O)c1/C=N/N1CCOCC1
1	8	0	-1	12	-1	8	0	-1.6	CCCCN1C(=O)NC(c2cccc([N+](=O)[O-])c2)C(C(=O)OCC)=C1C (stereo unspecified)
-1	2	-1	-6	-1	-12	-7	5	0.6	Cn1nc(-c2ccc(Cl)cc2)c2cc(C(=O)N3CCN(c4ccccn4)CC3)sc21
0	0	7	-4	2	-14	-7	-7	-0.8	CC(Nc1ccc(N2CCOCC2)cc1)C(=O)N1c2ccccc2CC1C (stereo unspecified)
-1	0	-2	-9	16	-2	7	-4	1.4	COC(C(=O)Nc1ccnn1C1CCN(Cc2nccs2)CC1)c1ccccc1 (stereo unspecified)
-1	0	5	-5	-3	-4	-19	8	-1.5	CCOc1ccc(N(C(=O)c2cnccn2)C(C(=O)NC2CCCCC2)c2ccc(O)cc2)cc1 (stereo unspecified)
1	0	.	-5	6	-17	-24	4	1.8	CCCCC1(CC(=O)OCC)SCCN1C(N)=O (stereo unspecified)
-3	0	3	-4	1	1	-4	2	-0.9	Cc1ccc(S(=O)(=O)c2nc(C)c3c(n2)CCC3)cc1
-9	13	4	-17	18	5	3	-31	-4.4	O=C1CSC(=Nc2cccc(Cl)c2Cl)N1Cc1cccnc1
-2	1	3	-5	5	-7	9	4	-3.2	Nc1cc(Nc2ccccc2)c2nonc2c1[N+](=O)[O-]
-1	-1	.	-1	3	-5	.	5	.	CC(C)CNC(=O)c1cccc2c(-c3ccc(F)c(F)c3)coc12
0	1	.	3	0	-4	1	8	1.8	CCCCn1c(N)c(N(CC(C)C)C(=O)c2cc(-c3ccc(OC)cc3)nc3ccccc23)c(=O)[nH]c1=O
-4	6	2	-5	0	-5	3	-4	1.2	O=C(CSc1nc2ccccc2[nH]1)N1CCN(S(=O)(=O)c2ccc(Cl)cc2)CC1
0	0	4	-2	0	5	10	-1	-0.5	COc1ccc(C(C)NC(=O)c2cccc([N+](=O)[O-])c2)cc1OC (stereo unspecified)
4	1	-10	-2	10	0	-8	-2	-0.1	Cc1ccc(CNC(=O)C2CCC(CNc3nc(=S)[nH]c4ccccc34)CC2)cc1 (stereo unspecified)
0	13	8	-6	0	-13	-12	8	4.0	O=C1CCCC2=C1C(c1cccc(Br)c1)n1nc(-c3ccco3)nc1N2 (stereo unspecified)

More entries
M5 ag	CHRM4 agonist	IDE cell inh	M5 PAM	M5 antag	CHRM4 antagonist	CRFR2-BP antag	CHRM4 PAM	CRFBP-R2 agonist	molecule
1	5	-7	-6	2	-7	7	-1	-1.1	Cc1cc(C)c(C)c(S(=O)(=O)N2CCN(C(=O)c3ccccn3)CC2)c1C
-2	1	6	-6	7	-2	10	3	-0.1	Cc1ccc(NC(=O)C/C(N)=N/O)cc1C
-6	1	-2	-2	4	-16	2	2	-4.1	O=C(CCSCc1cccc(Cl)c1)NCCC1=CCCCC1
0	4	-1	-2	9	4	-11	-2	0.6	Cc1cccc(NS(=O)(=O)c2cccc(C(=O)NNC(=O)c3ccccc3O)c2)c1
-2	6	3	-5	-2	-4	8	-1	0.6	COC(=O)N/N=C\c1ccc(OC/C=C/c2ccccc2)c(OC)c1
6	10	2	-10	12	-9	-5	5	-3.7	Cc1ccc(N2C(=O)CC(N3CCN/C3=C3\CC/C(=C\c4ccccc4)C3=O)C2=O)cc1 (stereo unspecified)
3	2	3	0	1	0	1	7	-1.1	Cc1ccc(C(=O)O)cc1S(=O)(=O)N1CCOCC1
-3	0	-2	1	9	1	-3	-3	-0.5	O=C(O/N=C/c1ccc(Cl)cc1)C1CCCCC1
1	0	2	-3	5	-3	2	3	0.2	Cc1cc(C)cc(OCC(=O)NNC(=O)c2cc(C)[nH]n2)c1
-2	9	-7	-12	12	4	7	-8	1.0	Cc1ccccc1C1c2[nH]c3ccccc3c2C[C@H]2C(=O)N(C3CC3)CC(=O)N12 (stereo partly specified)
1	5	.	-3	-8	-12	1	2	-0.7	COc1cccc(NC(=O)COC(=O)c2ccc3c(c2)OCCO3)c1
-3	2	.	2	5	8	-16	-8	2.7	CN(C)C(CNC(=O)C1CCN(S(=O)(=O)c2cc(Cl)ccc2Cl)CC1)Cc1ccccc1 (stereo unspecified)
-15	3	3	-19	18	-2	9	-18	0.3	CCOC(=O)c1ccc(NC(=S)N(CCN2CCCCCC2)Cc2ccco2)cc1
-18	0	8	-6	8	3	-1	-1	1.1	Nc1c2c(nc3c1CCCC3)CCCC2 (tested in a mixture with another compound)
1	7	-6	-1	2	6	-99	0	32	CCOC(=O)C(C(C)=O)c1c(Br)c(O)c(O)c2c(C(=O)c3ccc(C)cc3)coc12 (stereo unspecified)

Reformatted with bars between the fields: entries from further up
mol | M5 ag | CHRM4 agonist | IDE cell inh | M5 PAM | M5 antag | CHRM4 antagonist | CRFR2-BP antag | CHRM4 PAM | CRFBP-R2 agonist
Cc1cc(C)cc(OCC(=O)NNC(=O)c2cc(C)[nH]n2)c1 | 1 | 0 | 2 | -3 | 5 | -3 | 2 | 3 | 0.2
Cc1ccccc1C1c2[nH]c3ccccc3c2C[C@H]2C(=O)N(C3CC3)CC(=O)N12 (stereo partly specified) | -2 | 9 | -7 | -12 | 12 | 4 | 7 | -8 | 1.0
COc1cccc(NC(=O)COC(=O)c2ccc3c(c2)OCCO3)c1 | 1 | 5 | . | -3 | -8 | -12 | 1 | 2 | -0.7
